# Assay outcomes deposited in PubChem BioAssay by National Center for Advancing Translational Sciences (NCATS).
# Vif-APOBEC3F blk – Vif-A3F binding inhibition; HeLa A3F-eYFP + Vif (tagged APOBEC3F with the HIV-1 protein that degrades it), YFP fluorescence increase; AID 602313; 390,000 compounds, 0.2% hits; Potency, µM (titrated, usually from 46.1 µM), for inactives: at the highest dose activity, negative = active; also: potency is read from the fitted curve at half-maximal effect; % of control where 0% means no effect; nearly all actives have a fitted effect of over 65% in size
#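 HeLa cells stably expressing A3F-eYFP plus Vif, plated and incubated overnight at 37 deg C, then exposed to compounds overnight at 37 deg C. Blocked degradation read as raised yellow fluorescence (Ex 488/Em 500-530).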
# D2 antag – D2 dopamine receptor (human) antagonism; P14416; 340,000 compounds, 2% hits; HEK293 TREx D2 cells, calcium flux, dopamine EC80; inhibition, % at 10 µM; AID 485344; in the data active = inhibition above about 30%; also: 0% is about no effect
# Target sequence (P14416 whole entry, looked up): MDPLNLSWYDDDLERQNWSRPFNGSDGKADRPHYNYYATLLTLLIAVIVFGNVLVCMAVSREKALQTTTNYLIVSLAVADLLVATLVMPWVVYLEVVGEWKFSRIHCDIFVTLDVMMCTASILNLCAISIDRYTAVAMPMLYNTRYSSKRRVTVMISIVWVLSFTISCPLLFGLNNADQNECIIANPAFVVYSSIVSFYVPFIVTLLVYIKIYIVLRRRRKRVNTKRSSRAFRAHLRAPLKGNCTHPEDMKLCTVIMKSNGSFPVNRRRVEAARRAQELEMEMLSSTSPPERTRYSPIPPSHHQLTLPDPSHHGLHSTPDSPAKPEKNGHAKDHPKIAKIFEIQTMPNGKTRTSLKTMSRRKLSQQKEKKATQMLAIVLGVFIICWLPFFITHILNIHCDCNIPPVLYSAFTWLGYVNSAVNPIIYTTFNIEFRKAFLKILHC
#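 Read-out: kinetic calcium fluorescence (1 cycle/s) in inducible HEK293 T-REx D2 cells after an EC80 dopamine addition that followed 180 s compound preincubation. Loss of the dopamine response indicates antagonism.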
# ERG-DNA inh – inhibitors of human ERG Ets domain-DNA interaction | P11308 | fluorescence polarization, His-ERG Ets domain / labelled DNA | Potency, µM (doses to about 76.9 µM), for the others: at the top dose FP activity, negative = inhibition, usual class: inhibitors | 370,000 compounds, 0.028% hits | AID 624246; active = well fitted inhibition curve with a large enough effect in the polarisation, with a control signal flat; inconclusive = small, poorly fitted or top-dose-only effect, or effect the other way, or a change in a side signal; inactive = no such curve, though single readings can be large or run the other way; the % refers to the polarisation;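 also: polarization taken with two DNA probes labelled with fluorescein and Texas red; potency is read from the fitted curve at half-maximal effect; % of control where 0% means no effect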
#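 His-tagged ERG Ets domain (1 uM in the protein solution; 300mM KCl, 50mM Tris-HCl, 1mM EDTA, 1mM DTT, pH 7.5) received compound, then a probe mix of 5 nM fluorescein-DNA and 100nM Texas-615-DNA. Fluorescence polarization was read for both dyes.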
# RGS4 inh – blocks human RGS4-accelerated GTP hydrolysis; Transcreener GDP fluorescence polarization, RGS4-accelerated GTP hydrolysis; Potency, µM (doses to about 114 µM), inactives show top-dose activity change, negative = inhibition, most hits filed as inhibitors; 390,000 compounds, 0.039% hits; AID 504845; also: potency is read from the fitted curve at half-maximal effect; % is scaled to controls: 0 for no effect and ±100 for the full control effect; nearly all actives have a fitted effect of over 75% in size; some results filed as inactive show a strong effect at the top dose
# Target sequence (P49798 whole entry, looked up): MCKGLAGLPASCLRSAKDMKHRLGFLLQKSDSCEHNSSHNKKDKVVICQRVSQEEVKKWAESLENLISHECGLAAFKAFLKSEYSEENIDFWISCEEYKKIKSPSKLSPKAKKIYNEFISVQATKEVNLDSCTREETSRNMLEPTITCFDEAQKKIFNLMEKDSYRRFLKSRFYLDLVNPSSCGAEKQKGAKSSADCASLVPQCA
#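 MLSMR compounds (23 nl, pin-transferred) preincubated 10 min at room temperature with a 500nM (2x) first reagent, then RGS4 at 900nM (2x) plus Transcreener GDP mix added; fluorescence polarization (620/688 nm) read before and after 90 min at 30 °C.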
# Vif-APOBEC3G blk – inhibitors of Vif-APOBEC3G interaction; Q9HC16; HeLa A3G-eYFP + Vif (tagged APOBEC3G with the HIV-1 protein that degrades it), YFP fluorescence, overnight; Potency, µM (top dose mostly 46.1 µM), for the others: top-dose activity, negative = active, actives largely listed as inhibitors; 410,000 compounds, 0.076% hits; AID 602310;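 also: potency is read from the fitted curve at half-maximal effect; % is scaled to controls: 0 for no effect and ±100 for the full control effect; nearly all actives have a fitted effect of over 60% in size; hits raise eYFP signal because A3G escapes Vif-driven loss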
# Target sequence (Q9HC16 whole entry, looked up): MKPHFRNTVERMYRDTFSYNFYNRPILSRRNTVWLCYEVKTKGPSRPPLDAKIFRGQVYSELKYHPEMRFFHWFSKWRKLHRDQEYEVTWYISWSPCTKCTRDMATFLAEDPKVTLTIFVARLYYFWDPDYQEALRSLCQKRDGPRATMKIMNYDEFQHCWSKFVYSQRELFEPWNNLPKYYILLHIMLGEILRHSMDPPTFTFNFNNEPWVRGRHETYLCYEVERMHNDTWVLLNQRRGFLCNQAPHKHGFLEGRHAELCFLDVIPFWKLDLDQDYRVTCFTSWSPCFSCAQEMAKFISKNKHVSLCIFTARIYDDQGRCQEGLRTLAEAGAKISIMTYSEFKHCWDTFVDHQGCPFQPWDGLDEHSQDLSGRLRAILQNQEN
#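 HeLa cells stably expressing Vif and C-terminally eYFP-tagged A3G, seeded overnight at 37 deg C, then exposed to compound by pintool overnight at 37 deg C. Rise in yellow fluorescence (Ex 488/Em 500-530, Acumen) marks blocked Vif-driven A3G degradation.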
# 12-LOX inh – ALOX12 (human) lipoxygenase inhibition. purified 12hLO, xylenol orange hydroperoxide absorbance. Potency, µM (highest dose often 108 µM), without a hit: at the highest dose activity change, negative = inhibition, most hits filed as inhibitors. 580,000 compounds, 1.1% hits; also: potency is read from the fitted curve at half-maximal effect; % is scaled to controls: 0 for no effect and ±100 for the full control effect
#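 Purified human 12hLO at 150 nM in 25 mM Hepes, 0.01% Triton X-100, pH 7.0, preincubated 15 min at room temperature with compound. Reaction started with 40 uM arachidonic acid, 30 min at room temperature. Hydroperoxide measured by Fe-xylenol orange, 573/405 nm absorbance ratio.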
# LDHA inh – LDHA (human) enzyme inhibition | activity change, % (values are at about 110 or 230 µM) | purified LDHA, NADH/diaphorase-resazurin fluorescence; hits give low values | 480,000 compounds, 0.15% hits; in the data active = activity change below about -30%; inconclusive = mostly about -25% to -30%;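 also: plate controls were DMSO wells for no effect and wells without enzyme for full effect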
#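 Human LDH5 at 2 nM final in Tris HCl pH 7.4 with 0.06 mM NADH and 0.2 mM pyruvate, reacted 5 minutes at room temperature. Remaining NADH coupled via diaphorase/resazurin; resorufin fluorescence read at 0 and 20 minutes, normalized to enzyme-free and DMSO wells.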
# D2 ag – D2 dopamine receptor (human) agonism; P14416; HEK293 T-REx D2 cells, calcium flux agonist mode; activation, % at 2 µM; 340,000 compounds, 0.53% hits; AID 485358;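 active = activation over 3 SD above normal in the single-dose calcium agonist read, cut at about 30% in these data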; also: 0% is about no effect
#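 Tetracycline-induced HEK293 T-REx cells with force-coupled D2 receptor, plated overnight at 30 C, loaded with no-wash calcium dye. After a 10 s baseline, compound was pin-added and calcium flux read kinetically for 180 s; calcium rises flagged agonists.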
# Glioma ERSR ind – inducers of ER stress response in human glioma cells; U87-MG GRP78 promoter luciferase reporter, 16 h; Potency, µM, without a hit: at the top dose activation, most hits filed as activators; 420,000 compounds, 0.02% hits; AID 602332; also: potency is read from the fitted curve at half-maximal effect; series mostly up to about 76 µM; % of control where 0% means no effect; nearly all actives have a fitted effect of over 35% in size
#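 ERSR induction read as luciferase luminescence (Bright-Glo, 10 min at room temperature) in stably transfected human U87-MG glioma cells exposed to compounds for 16 h, using GRP78 as sensor.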
# An asterisk follows results filed as active; ? = inconclusive; · = not tested or not shown; & = joins results of further samples; [ ] = remark or other dose. Unless noted, calls follow the shape of the dose curve; as a rule, active = well fitted curve in the direction sought with a large enough effect; inconclusive = small, poorly fitted or top-dose-only effect, or another doubt; inactive = no such curve, though single readings can be large; an effect the other way counts as inactive or inconclusive.
SMILES,Vif-APOBEC3F blk,D2 antag,ERG-DNA inh,RGS4 inh,Vif-APOBEC3G blk,12-LOX inh,LDHA inh,D2 ag,Glioma ERSR ind
O=C(O)c1cc2[nH]c3c(c2cc1Cl)CCCC3,-1%,1,-9%,-5%,-14%,-2%,-7,0.7,-2%
CC1=C(C(=O)OC2CCCCC2)C(c2ccccc2)NC(=O)N1 (configuration not stated),5%,-16,-6%,10%,0%,0%,-3,0.6,-1%
CC(=O)C1=NOC2C(=O)N(c3ccccc3)C(=O)C12 (configuration not stated),-7%,15,0%,-4%,0%,-12%,-1,0.1,-1%
CC(C)(C)c1ccc(OCC(=O)N2CCN(c3ccccn3)CC2)cc1,3%,-28,3%,40%,8%,190%[activator],0,0.0,2%
CCC(C)(C)n1nnnc1CN1CCN(c2nc3cc(OC)ccc3cc2C#N)CC1,1%,-12,-12%,-33%[11.4 µM],6%,?,-3,-1.0,-6%
CCOc1ccc(NC(=O)NNC(=O)COc2ccc3ccccc3c2)cc1,-8%,-2,2%,-12%,-11%,-7%,-2,0.9,-3%
O=S1(=O)CCC(SCc2nc3sccn3c2Br)C1 (configuration not stated),-2%,3,·,27%,0%,-3%,-2,0.1,-2%
CCN1C(=O)/C(=C/C=C2/Sc3ccccc3N2CCO)SC1=S,-30%,-3,102%[activator],-50%,-11%,287%[activator],-5,7.5,1%
COC(=O)C1=C(C)NC(=S)NC1c1ccc(-c2cc(Cl)ccc2Cl)o1 (configuration not stated),?,-6,6%,?,2%,18µM*,-2,0.3,-1%
CCOC(=O)N1CCN(S(=O)(=O)c2ccc(C)c(C(=O)NC3CCCCC3)c2)CC1,0%,8,-2%,-6%,-3%,-12%,-8,-0.1,-2%
CCC(C)NC(=O)C1c2cc(OC)c(OC)cc2C(=O)N(C)C1c1ccc(OC)cc1 (configuration not stated),3%,-21,0%,24%,1%,31%[activator],-8,0.4,0%
CC1CCN(c2nc3ccccc3n2CC(=O)c2ccccc2)CC1,-2%,·,5%,1%,-4%,-14%,-15,·,-6%
COc1ccc(-c2cc(=Nc3ccc(C)cc3)c3ccccc3o2)cc1,4%,11,-3%,-3%,3%,-22%,-3,-2.4,-5%
COc1cccc(OCc2cc(/C=N/Nc3ccc(C(=O)O)cc3)ccc2OC)c1,-16%,-15,-11%,-29%[56.9 µM],-7%,0%,-1,-0.3,-9%
COc1ccc(-c2nc3ccc(NS(C)(=O)=O)cc3o2)cc1,·,·,1%,-34%,·,?,-2,0.9,·
Cc1ccc(NC2CCCN(C(=O)c3ccc(F)cc3)C2)cc1C (configuration not stated),-4%,5,-4%,-67%[56.9 µM],4%,5%,-12,0.6,-5%
CC1CCN(C(=O)c2[nH]cnc2C(=O)N[C@H](C)c2ccccc2)CC1,-4%,12,-4%,9%,-3%,2%,0,-0.3,0%
Cc1nc2c(C)cccn2c(=O)c1NC(=O)c1ccc2c(c1)OCO2,6%,-29,-4%,37%,-6%,?,1,1.0,-2%
CCn1ncc(/C=C/C(=O)Nc2c(C)nn(Cc3ccc(Cl)cc3Cl)c2C)c1C,-2%,4,-3%,-3%,-3%,13%,2,0.5,-1%
CCOc1cc(C(=O)NCc2nc(-c3cccc(C)c3)no2)cc(OCC)c1OCC,3%,·,0%,12%,3%,-25%,-5,0.5,-3%
CC(C)Oc1ccc2nnnn2n1,-1%,7,0%,-3%,2%,0%,0,-1.0,-3%
CCc1c(O)nc(SCC(=O)Nc2ccc(Br)cc2)n(-c2ccc(C)cc2)c1=O,-8%,12,19%,9%,-7%,?,-3,0.3,-6%
CC1=C(C(=O)N(C(C)C)C(C)C)CC(CC(=O)NCC2CCCCC2)C(=O)N1Cc1ccccc1 (configuration not stated),·,·,·,·,-5%,7%,-4,·,-6%
COc1ccc(NC(=O)CN2C(=O)NC3(CCCCCC3)C2=O)cc1Cl,-44%,·,2%,30%,-7%,10%,-6,·,-4%
Cc1cc(NC(=O)COC(=O)c2ccccc2Cl)no1,2%,·,-1%,24%,-1%,19%,-6,·,-1%
CCc1ccc(NC(=O)Nc2ccncc2)cc1,0%,5,1%,0%,-17%,4%,0,0.0,5%
CCOC(=O)C1C(=O)C=C(c2ccc(C)cc2)CC1c1ccc([N+](=O)[O-])cc1 (configuration not stated),1%,8,-3%,-16%,-5%,-5%,-6,5.9,-1%
Cc1ccc(CC(=O)Nc2ccc3c(c2)N(C)C(=O)c2ccccc2S3)cc1,-6%,·,9%,?,2%,-16%,2,1.8,2%
CCCCN(C(=O)C1CCN(C(=O)c2ccccc2C)CC1)c1c(N)n(CCC)c(=O)[nH]c1=O,2%,10,0%,-57%,0%,-2%,-10,0.4,-4%
Cc1ccc(C(=O)c2ccccc2C(=O)OCC(=O)NCCc2ccccc2)cc1,3%,-27,-1%,-12%,0%,?,-4,-0.4,-2%
CCOC(=O)C1(Cc2ccccc2)CCN(Cc2cnc(N3CCOCC3)s2)CC1,12%,-10,10%,-6%,1%,6%,-6,-0.2,-1%
CN1C(=O)/C(=C/c2coc3ccc(O)cc3c2=O)SC1=S,-10%,-8,117%[activator],26%,1%,-13%,-4,1.9,-2%
COCC(C)n1c(SCc2ccc(OC)c(F)c2)nc2ccccc2c1=O (configuration not stated),7%,·,8%,-2%,-3%,5%,-1,·,-3%
CC(c1ccco1)N(C(=O)C12CC3CC(CC(C)(C3)C1)C2)c1ccccn1 (configuration not stated),-8%,-5,-10%,-23%,-6%,-11%,2,0.1,-2%
COc1cccc(NC(=O)CN(C)C(=O)c2cc(-c3ccccc3)nn2-c2ccccc2)c1,4%,·,-6%,-11%,0%,-14%,1,·,-6%
CCN(CC)CCN(Cc1cc2cc(C)ccc2[nH]c1=O)C(=O)Nc1ccccc1OC,-2%,-1,-1%,-9%,1%,?,-5,-0.8,-1%
COc1ccc(CCNC(=O)CSc2nccc(=O)[nH]2)cc1OC,-6%,-9,3%,5%,-4%,1%,-6,0.0,-4%
O=C(Nc1ccc2oc(=O)ccc2c1)c1ccc(-c2cccc([N+](=O)[O-])c2)o1,2%,6,-5%,?,0%,?,-10,0.3,0%
O=C(Nc1ccccc1-c1ccccc1)C1CCCCC1,7%,-5,?,-21%,-8%,-11%,-2,1.6,1%
CCc1ccccc1NC(=O)Cn1cc(C(=O)c2ccncc2)c(=O)c2cc(C)ccc21,0%,·,-1%,-22%,5%,-9%,2,-1.0,-3%
CN1CCN(C(=O)C2=C[C@@H](c3coc4ccccc4c3=O)C[C@@H](OCCCCO)O2)CC1,7%,-3,-9%,-3%,3%,3%,2,-0.3,-4%
Cc1ccccc1C(=O)c1cccn1CC(=O)NC(C)CCc1ccccc1 (configuration not stated),5%,-2,1%,-13%[56.9 µM],-6%,1%,-3,-0.1,-1%
O=C(NCc1ccco1)Nc1ccccc1Cl,3%,·,-4%,13%,-2%,0%,1,·,-1%
COc1ccc(S(=O)(=O)N2CCOC2CNC(=O)C(=O)NCCN2CCOCC2)cc1 (configuration not stated),6%,9,11%,-15%,-3%,491%[activator],-1,-0.8,-1%
CCC(=O)N1CCc2cc(S(=O)(=O)NCCCN3CCN(Cc4ccccc4)CC3)ccc21,5%,3,-6%,-1%,1%,-16%,-4,0.2,-1%
CN(C(=O)c1ccc(NC(=O)Cc2ccc([N+](=O)[O-])cc2)cc1)C1CCCC1,1%,·,11%,11%,1%,?,-7,·,-3%
COc1ccc(C2C(C#N)=C(C)NC(C)=C2C#N)c(OC)c1,1%,12,-8%,-25%,2%,21%,-6,-0.2,-7%
CCCCCCSc1ccc(-c2nc3ccc(C)cn3c2NCc2ccccc2)cc1,-3%,34*,-6%,-5%,-1%,?,0&0,0.2,-3%
COc1ccc(C(=O)Nc2ccnn2C2CCN(C(C)CSC)CC2)cc1 (configuration not stated),2%,·,3%,-14%,0%,-17%,1,·,1%
Cc1ccc(NC(=O)N(Cc2ccco2)C(C)c2ccco2)cc1C (configuration not stated),-1%,-2,-8%,17%,-4%,-22%,-5,1.2,8%
CCOC(=O)C1CCCN(c2c(N3CCN(c4cccc(Cl)c4)CC3)c(=O)c2=O)C1 (configuration not stated),-6%,-13,3%,10%,4%,-6%,0,0.3,-4%
CCCCNC(=O)O/N=C(\N)CS(=O)(=O)C(C)(C)C,-7%,3,-4%,2%,0%,5%,1,1.3,-4%
CCOC(=O)C1CCCN(C(=O)c2cccc(S(=O)(=O)N3CC(C)OC(C)C3)c2)C1 (configuration not stated),-5%,·,?,-2%,1%,6%,-1,·,0%
O=c1cc(-c2ccc(F)cc2)[nH][nH]1,3%,-15,94%[activator],-30%,-1%,28%,5,3.7,-4%

# Part of the list above in order of length of the SMILES, lowest first.
SMILES,Vif-APOBEC3F blk,D2 antag,ERG-DNA inh,RGS4 inh,Vif-APOBEC3G blk,12-LOX inh,LDHA inh,D2 ag,Glioma ERSR ind
Cc1ccc(NC(=O)N(Cc2ccco2)C(C)c2ccco2)cc1C (configuration not stated),-1%,-2,-8%,17%,-4%,-22%,-5,1.2,8%
CCCCCCSc1ccc(-c2nc3ccc(C)cn3c2NCc2ccccc2)cc1,-3%,34*,-6%,-5%,-1%,?,0&0,0.2,-3%
CN(C(=O)c1ccc(NC(=O)Cc2ccc([N+](=O)[O-])cc2)cc1)C1CCCC1,1%,·,11%,11%,1%,?,-7,·,-3%

# The list is partial, so the mix of outcomes need not match the whole.
